# CHRM5 antagonist: antagonists of human muscarinic M5 receptor (CHRM5). 360,000 tested, 0.59% active. CHO-hM5 cells, Fluo-8 calcium fluorescence, ACh EC80. AID 624040. inhibition, % at 3 µM;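 active = inhibition above a per-plate cutoff, the mean of that plate's test compounds plus 3 SD, cut at about 27% in these data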;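 also: 0% = acetylcholine EC80 with DMSO and 100% = DMSO without agonist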
# CHRM4 antagonist: antagonists of human muscarinic M4 receptor (CHRM4) | 360,000 tested, 0.73% active | P08173 | inhibition, % at 3 µM | CHO-hM4 cells, ACh EC80, Fluo-8 calcium fluorescence | AID 624125;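 active = inhibition above its plate's cutoff, the mean inhibition of sample wells plus 3 SD, cut at about 27% in these data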;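 also: 0% = acetylcholine EC80 with DMSO and 100% = DMSO without agonist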
# M5 ag: CHRM5 agonism in calcium assay; P08912; CHO-K1 hM5 cells, Fluo-8 calcium fluorescence; 0% DMSO wells, 100% maximal acetylcholine response; activation, % at 3 µM; 360,000 tested, 0.19% active; AID 624037;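 active = activation above the run's mean over test compounds plus 3 SD, cut at about 23% in these data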;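 also: signal is peak over basal fluorescence ratio across the kinetic read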
# M5 PAM: CHRM5 positive allosteric modulation | CHO-K1 hM5, Fluo-8 calcium, ACh EC20 PAM; 0% = ACh EC20, 100% = ACh EC100 | P08912 | 360,000 tested, 0.3% active | activation, % at 3 µM;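 active = activation above the run cutoff, the mean activation of all test compounds plus 3 SD, cut at about 18% in these data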
#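 system = human M5 receptor in CHO-K1 cells | reagent = EC20 acetylcholine as agonist stimulus | compound dosing = single-point, 3 µM nominal | incubation = Fluo-8 loading 80 min at 37 °C plus 30 min room temperature | detection = Fluo-8 calcium dye fluorescence, kinetic read | benchmarks = low control EC20 acetylcholine (0%), high control EC100 acetylcholine (100%)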
# IDE cell inh: cellular human IDE inhibition | P14735 | HEK cells, FAbetaB cleavage, fluorescence polarization | inhibition, % at 5.59 µM | 320,000 tested, 0.41% active | AID 434962;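 active = percent inhibition above the average of all tested compounds plus 3 SD, set per screening campaign, cut at about 16% in these data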;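 also: IDE supplied by intact live HEK cells; FP after avidin binding of uncleaved biotin substrate so inhibition keeps polarization high; 0% = DMSO wells and 100% = 60 µM reference IDE inhibitor Ii1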
# Target sequence (P14735 whole entry, looked up): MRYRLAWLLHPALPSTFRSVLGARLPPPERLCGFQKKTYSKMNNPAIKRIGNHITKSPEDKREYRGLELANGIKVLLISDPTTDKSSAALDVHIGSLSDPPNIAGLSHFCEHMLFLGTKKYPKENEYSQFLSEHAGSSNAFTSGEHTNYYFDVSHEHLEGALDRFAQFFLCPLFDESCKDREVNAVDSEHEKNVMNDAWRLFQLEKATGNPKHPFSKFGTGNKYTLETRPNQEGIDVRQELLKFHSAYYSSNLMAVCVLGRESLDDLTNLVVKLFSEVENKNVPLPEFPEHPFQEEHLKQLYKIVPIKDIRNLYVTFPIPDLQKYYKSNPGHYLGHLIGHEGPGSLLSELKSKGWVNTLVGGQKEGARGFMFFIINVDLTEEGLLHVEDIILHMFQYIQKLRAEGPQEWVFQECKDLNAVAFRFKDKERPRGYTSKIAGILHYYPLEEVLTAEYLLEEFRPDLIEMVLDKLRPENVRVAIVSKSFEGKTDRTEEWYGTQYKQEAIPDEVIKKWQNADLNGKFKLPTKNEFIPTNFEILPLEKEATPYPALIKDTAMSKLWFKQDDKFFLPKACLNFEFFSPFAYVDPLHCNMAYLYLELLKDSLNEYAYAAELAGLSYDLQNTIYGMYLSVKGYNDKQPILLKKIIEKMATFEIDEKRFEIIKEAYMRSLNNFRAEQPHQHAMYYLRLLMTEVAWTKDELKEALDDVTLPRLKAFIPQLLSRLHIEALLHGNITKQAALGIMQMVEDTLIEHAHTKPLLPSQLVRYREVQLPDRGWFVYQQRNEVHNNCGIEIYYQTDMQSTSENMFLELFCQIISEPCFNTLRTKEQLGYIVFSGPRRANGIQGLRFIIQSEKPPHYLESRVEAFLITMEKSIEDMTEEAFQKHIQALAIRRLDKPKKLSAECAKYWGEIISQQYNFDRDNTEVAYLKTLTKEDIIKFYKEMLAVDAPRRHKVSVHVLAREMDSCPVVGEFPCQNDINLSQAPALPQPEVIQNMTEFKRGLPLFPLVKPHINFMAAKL
# CRFR2-BP antag: antagonists of CRF-binding protein/CRF-R2 receptor complex; HEK293 CRF-R2/CRF-BP, CRF-induced calcium fluorescence; inhibition, % at 11.8 µM; 350,000 tested, 0.59% active; AID 588475;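 active = inhibition of the ligand-induced calcium signal above about 50% at the single tested concentration, limit read from the data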
# CRFBP-R2 agonist: agonists of human CRF-binding protein/CRF-R2 receptor complex; 350,000 tested, 0.46% active; activation, % at 13.2 µM; HEK293 CRF-R2/CRF-BP, calcium dye fluorescence (FLIPR); percent of saturating CRF peptide response; AID 588473;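 active = activation of at least 50%, plus an integration ratio under a set limit after plate pattern correction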;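 also: plate controls were neutral control wells without compound for no effect and CRF at EC100 for full effect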
# M4 PAM: positive allosteric modulators of human muscarinic M4 receptor; P08173; CHO-K1 hM4/Gqi5, Fluo-8 calcium fluorescence, ACh EC20; 0% = ACh EC20, 100% = maximal ACh; activation, % at 3 µM; 360,000 tested, 0.4% active;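 active = activation above its plate's cutoff, the mean activation of sample wells plus 3 SD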; also: some results filed as inactive read as strong as hits
# M4 ag: agonists of human muscarinic M4 receptor (CHRM4); activation, % at 3 µM; AID 624127; 360,000 tested, 0.14% active; CHO-K1 hM4/Gqi5, Fluo-8 calcium fluorescence; vehicle 0%, full acetylcholine response 100%; P08173;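 active = activation above the run mean over all test wells plus 3 SD, cut at about 32% in these data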;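 also: peak over basal fluorescence ratio per well then scaled between controls; 0% = DMSO wells and 100% = acetylcholine at EC100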
# The depositor's hits bear a star; nt = not tested or not shown.
SMILES,CHRM5 antagonist,CHRM4 antagonist,M5 ag,M5 PAM,IDE cell inh,CRFR2-BP antag,CRFBP-R2 agonist,M4 PAM,M4 ag
COc1cc2c(cc1OC)CN(C(=O)Nc1ccccc1Cl)CC2,5,-8,-1,0,1,8,0.3,0,2
O=C(Nc1ccccc1F)Nc1cccc2ccc(O)cc12,-1,10,-3,-3,0,-14,-0.3,-1,7
COc1ccccc1NC1SC(=O)N(c2ccccc2)C1=O (stereo unspecified),-11,-3,-11,-3,6,27,-2.9,7,1
c1ccc(-c2ccccc2-n2cnnn2)cc1,-2,6,-3,2,2,16,-1.5,1,-1
CCc1ccc(C2C(C#N)=C(N)N(N3CCOCC3)C3=C2C(=O)CC(C)(C)C3)s1 (stereo unspecified),1,4,0,-1,-5,-8,1.4,10,2
Cc1ccc(-n2ncc3c(Nc4cccc(C(=O)O)c4)ncnc32)cc1,-16,-14,5,12,8,15,4.0,30*,-1
O=C1CC(=O)N(C2CCCCC2)C(=O)N1c1ccccc1S(=O)(=O)Oc1ccccc1,-6,1,0,6,nt,nt,nt,12,1
N#Cc1nc(Nc2cc(F)cc(F)c2)c2ncn(CC(F)F)c2n1,-4,-13,-5,11,2,-20,11,-1,7
Cc1cccnc1Nc1nc(-c2ccccn2)cs1,7,12,-5,-13,2,-16,0.6,3,2
CCC1(c2ccc(Cl)cc2)NC(=O)N(Cc2ccc(C(=O)OC)cc2)C1=O (stereo unspecified),8,-5,7,-9,7,-45,7.7,-4,8
CCNC(=O)NC(=O)C(C)Oc1ccc(Br)cc1Br (stereo unspecified),-3,2,-5,0,-2,-54,-4.6,1,-2
C#CCNC(=O)C[C@@H]1C[C@@]2(C(=O)OC)CC(C)(C)CC=C2N(CCc2ccc(OC)c(OC)c2)C1=O,4,10,0,-1,nt,nt,nt,4,1
CCCNCc1cc(OC)c(OCC(=O)Nc2ccccc2)cc1Br,1,6,-5,8,5,-8,-1.5,-1,4
Cc1c(NC(=O)OC(C)C)sc(=S)n1C,-12,-2,-1,4,3,-14,4.8,0,0
COc1ccc(S(=O)(=O)N2CCCC2CNC(=O)C(=O)NCc2ccccc2)cc1 (stereo unspecified),0,-7,-1,-3,3,7,-1.6,2,3
CSc1nc2nc3c(c(=O)n2[nH]1)CCCC3,9,-2,-3,-8,-1,8,0.6,4,0
COC(=O)c1cccnc1-n1c(=O)c2cccnc2n(Cc2ccc([N+](=O)[O-])cc2)c1=O,-1,1,6,10,4,10,-1.5,11,2
NCCSC1CC(=O)N(c2ccc(Cl)c(Cl)c2)C1=O (stereo unspecified),-8,-16,5,-4,-6,3,5.5,3,4
Cc1ccnc(NC(=O)CCC(=O)c2cc(C)sc2C)c1,6,2,1,-4,0,-15,0.9,7,0
O=C(CSc1ccc(-c2ccccn2)nn1)N1CCCCC1,1,-16,5,-3,0,-11,5.8,-5,2
Cc1nnc(SCc2cccc3ccccc23)n(N)c1=O,3,-1,-2,-1,-4,-2,1.7,-3,2
Cc1ccc(NC(=O)NC(=O)CSc2nnnn2C)c(C)c1,3,-5,1,-4,0,23,-0.6,7,1
CC#CC[N+](C)(C)CC(=O)c1ccccc1,-9,-5,-13,6,-2,2,3.2,-3,0
Cc1cccn2c(=S)[nH]nc12,12,-4,3,4,nt,12,-0.3,0,1
O=C(CC1CCCC1)NCCS(=O)(=O)N1CCN(c2ccc(F)cc2)CC1,8,-5,-1,-2,-1,1,-1.9,1,6
Cc1ccc(N2C(=O)CC(Sc3nc(-c4ccccc4)c4cc(Cl)ccc4n3)C2=O)c(C)c1 (stereo unspecified),-1,6,0,-5,-2,-6,-1.2,-7,0
CCO[C@@H]1OC(C(=O)NCc2ccccc2)=C[C@H](C)[C@H]1CCCO,10,6,1,-4,8,7,0.5,-1,1
CC(C)=Nc1ccccc1C1COC(=O)C1=N (stereo unspecified),3,-4,-3,-1,2,6,-0.2,4,1
CCCCN(C(=O)NC(=O)Nc1ccccc1OCC)S(C)(=O)=O,-2,-1,-2,-7,-4,-35,-0.6,-1,3
CC(=O)c1cc(CN2CCC(C(=O)Nc3cccc(-c4cscn4)c3)CC2)cs1,-23,-8,-3,4,-5,0,1.2,-8,15
CC(=O)c1cccc(NC(=O)c2cccc3ccccc23)c1,7,-7,-3,-2,1,-6,1.5,3,5
CCOC(=O)c1sc2nc3c(cc2c1N)C(=O)CC(C)(C)C3,6,4,-1,5,1,-41,-0.3,6,0
O=C(NCCCN1CCC(Cc2ccccc2)CC1)C1CC(=O)N(C2CCCCCC2)C1 (stereo unspecified),0,0,-8,2,7,-43,-1.2,-6,3
Cc1ccc2nsnc2c1S(=O)(=O)NCc1ccncc1,2,4,4,-3,4,9,0.2,-6,4
COc1ccccc1CN1CCCCCC1,-29,-23,-26,10,0,11,-1.0,-5,0
Cc1ccnc(NC(=O)c2cc(S(=O)(=O)NCc3ccccc3)ccc2C)c1,-9,7,-4,7,-3,-3,-1.5,-4,2
[O-][n+]1ccccc1SCc1ccccc1,11,-4,1,0,1,6,0.4,2,1
Cc1ccc(NC(=O)c2ccc(S(=O)(=O)N3CCOCC3)cc2)c(C)c1,9,9,-4,8,4,-3,-1.0,-7,2
O=C(CN1CCOCC1)n1c2c(c3ccccc31)CCCC2,0,-25,-8,8,7,0,-2.8,11,1
CC12CCC(=O)N1C(C(=O)OCC(=O)Nc1sccc1C#N)CS2 (stereo unspecified),4,7,2,-3,-3,-1,-0.5,-1,2
COc1ccc(CC(=O)NCc2n[nH]c(=S)n2C)cc1,8,14,1,6,-4,-5,0.2,-4,0
CCOC(=O)N1CCC(N2CCCC(C(=O)c3cc(C)c(OC)c(C)c3)C2)CC1 (stereo unspecified),36*,21,-11,-20,-4,6,-1.0,-16,2
COc1cc(C(=O)NNC(=S)NC(=O)c2ccccc2C)cc(OC)c1OC,0,-2,13,-3,1,8,20,-5,21
Cc1ccc(Oc2nc(CN3CCOCC3)nc3sc4c(c23)CCC(C)C4)cc1C (stereo unspecified),5,3,0,1,5,2,1.1,-4,0
O=C(Nc1ccccc1)Nc1ccc2snnc2c1,15,15,7,-22,-3,-3,16,-10,14
C=CCN1CCc2cc(O)c(O)cc2C(c2ccccc2)C1 (stereo unspecified),1,-5,-1,-10,-3,18,-1.5,-5,1
C=CCOc1ccc(/C=C/C(=O)OC(C)C(=O)Nc2ccc(NC(C)=O)cc2)cc1 (stereo unspecified),4,3,4,-4,2,17,-0.6,1,0
COc1ccccc1C(=O)NNC(=O)c1cccc(Cl)c1,7,-10,-4,-1,-3,-1,0.8,3,1
COc1ccc(OC)c(/C=C/C(=O)N(C)CC(=O)Nc2cc(C)ccc2C)c1,10,9,-2,-8,9,1,-0.9,6,1
CC(C)(C)OC(=O)C[C@H]1C/C=C\C[C@@H](CC(=O)NCCO)C(=O)NC[C@H](c2ccccc2)OC1=O,-1,-6,1,6,2,9,-3.7,4,0
COc1ccc(-n2ncc3c(NCCCn4ccnc4)ncnc32)cc1,-5,-8,-4,9,7,-10,0.5,13,0
COCCNC(=O)C1(C)CCCN(C(=O)c2ccc(F)cc2Cl)C1 (stereo unspecified),-8,0,0,2,nt,nt,nt,4,0
CC(=O)c1cccc(NC(=O)C2CC(=O)N(c3ccc4c(c3)OCCO4)C2)c1 (stereo unspecified),10,5,0,2,0,6,-1.6,6,0
CCCC(C(=O)NC1CCCC1)N(Cc1cccs1)C(=O)c1snc(C(N)=O)c1N (stereo unspecified),10,12,1,-17,-8,-10,-0.3,-21,11
COc1ccc(-n2c(COc3cccc4ccccc34)nnc2SC(C)C(=O)O)cc1 (stereo unspecified),9,0,-8,13,-3,-16,-0.8,3,0
Cc1cc(Nc2ccccc2)n2nc(C)c(-c3ccccc3)c2n1,12,0,-2,2,1,10,-0.1,20,0
COc1ccc(OCC(O)CN2CCOCC2)cc1 (stereo unspecified),5,3,-1,0,-2,1,-0.3,-1,0
O=C(CN1CCCC1)N1c2ccccc2C=Cc2ccccc21,49*,51*,-14,-34,8,-5,-0.1,-22,1
COC(=O)c1cccc(S(=O)(=O)N(Cc2ccco2)Cc2cc3cc(OC)ccc3[nH]c2=O)c1,15,16,-1,-12,1,-6,0.0,-5,12
Cc1ccc(C)c(NS(=O)(=O)c2cc(C(=O)NCCC3=CCCCC3)ccc2C)c1,4,-8,-4,-8,-2,-9,0.5,-7,-3

# Four compounds picked at random from the list so far:
SMILES,CHRM5 antagonist,CHRM4 antagonist,M5 ag,M5 PAM,IDE cell inh,CRFR2-BP antag,CRFBP-R2 agonist,M4 PAM,M4 ag
Cc1ccc(NC(=O)c2ccc(S(=O)(=O)N3CCOCC3)cc2)c(C)c1,9,9,-4,8,4,-3,-1.0,-7,2
CCCNCc1cc(OC)c(OCC(=O)Nc2ccccc2)cc1Br,1,6,-5,8,5,-8,-1.5,-1,4
CCc1ccc(C2C(C#N)=C(N)N(N3CCOCC3)C3=C2C(=O)CC(C)(C)C3)s1 (stereo unspecified),1,4,0,-1,-5,-8,1.4,10,2
O=C(NCCCN1CCC(Cc2ccccc2)CC1)C1CC(=O)N(C2CCCCCC2)C1 (stereo unspecified),0,0,-8,2,7,-43,-1.2,-6,3

# Other records follow.
SMILES,CHRM5 antagonist,CHRM4 antagonist,M5 ag,M5 PAM,IDE cell inh,CRFR2-BP antag,CRFBP-R2 agonist,M4 PAM,M4 ag
Cc1ccc(S(=O)(=O)CC(=O)Nc2cc(C)on2)cc1,7,-8,-1,0,-2,-6,-1.5,0,2
Cc1ccc(CNC(=O)c2ccc(CNc3c(N4CCCC4)c(=O)c3=O)cc2)cc1,2,1,-2,-2,-1,5,0.9,0,-1
CCCC(NC(=O)Cc1c(C)c2cc3c(C)c(C)oc3c(C)c2oc1=O)C(=O)N[C@@H](Cc1ccccc1)C(=O)O (stereo partly specified),-1,0,2,2,-4,30,0.1,12,0
COC(=O)c1cc(C(=O)OC)cc(S(=O)(=O)Nc2ccc(Cl)c(N)c2)c1,3,8,2,-1,1,-20,0.3,6,1
Fc1ccccc1CSc1nc2ncccc2[nH]1,-1,2,-1,3,-1,5,-1.3,9,1
COc1ccc(/C=C/C(=O)NCc2ccccn2)cc1,0,4,0,-3,-4,-21,-0.7,-3,1
O=C(c1cc[n+]([O-])cc1)N1CCCC(N2CCN(c3cccc(C(F)(F)F)c3)CC2)C1 (stereo unspecified),10,2,-4,1,3,5,0.8,6,1
COc1ccc(N(Cc2ccccc2)C(=O)OC(C)(C)C)c(C(=O)N(C)OC)c1,-7,-8,1,-4,0,8,0.1,-2,2
O=C(COC(=O)c1cccnc1Cl)Nc1cccc(S(=O)(=O)N2CCOCC2)c1,17,-1,2,-10,0,-1,-0.1,-7,4
O=C(CS(=O)(=O)Cc1ccccc1)c1ccccc1,4,0,2,2,nt,37,2.0,-1,0
O=C(Cn1ccc2ccccc2c1=O)NCCC(=O)NC1CCN(Cc2ccccc2)CC1,2,2,-3,-7,-2,4,1.9,2,0
CC1(C)CC(=O)C(N=Nc2ccc3ncsc3c2)=C(O)C1,2,0,2,-4,0,7,0.6,1,1
COCCn1c(Cc2ccccc2)nnc1SCC(=O)N1CCCC1=O,14,2,-10,-3,-7,-6,-0.3,4,0
O=C(Nc1nc2ccccc2s1)C1CC(=O)N(c2ccc(Cl)cc2)C1 (stereo unspecified),3,-1,-3,3,0,-16,-1.5,4,3
